MITF act = activators of MITF-driven TRPM1 promoter reporter, primary screen, cell-based, SK-MEL-5, luciferase, single point; SK-MEL-5 TRPM1-promoter luciferase, 24 h; % of positive control, neutral wells = 0; activation, % at 12.5 µM; 300,000 compounds, 0.75% hits; AID 588334, 2011;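 active = mean activation of at least 80% with every replicate also reaching 80%; inconclusive = mean reaches 80% but some replicate falls short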;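 also: 0% = neutral control wells and 100% = parthenolide positive control wells; values of inactives mirror those of a sister screen read the other way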
CAL PDZ FP-1 = untagged CAL PDZ binding inhibitors, primary screen, biochemical, fluorescence polarization, HTS | inhibition, % at 24.9 µM | purified CAL PDZ, TMR-peptide fluorescence polarization, 1 h | Golgi-associated PDZ and coiled-coil motif-containing protein (Homo sapiens), Q9HD26 | AID 602252, 2012 | 300,000 compounds, 0.92% hits;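 active = mean inhibition of at least 30% with at least half of replicates also reaching 30%; inconclusive = no clear call, values can overlap the other calls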;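 also: 0% = DMSO neutral control and 100% = excess unlabeled competitor peptide PRC23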
Ecoli viability = E. coli V3065 growth inhibition, primary screen, counter-screen for AddAB inhibitor project, absorbance, OD600. 18 h. 330,000 compounds, 0.27% hits. inhibition, % at 11.9 µM;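 active = inhibition above the campaign's mean inhibition across all tested compounds plus 3 SD, cut at about 9.9% in these data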;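 also: uninfected addAB+ strain grown without phage in ampicillin broth; 0% = DMSO wells and 100% = ciprofloxacin 0.95 µg/ml wells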
SR-BI DiI inh = inhibitors of SR-BI mediated HDL lipid uptake, primary screen, ldlA[mSR-BI] cells, fluorescence, single point; Scavenger receptor class B member 1 (Mus musculus), Q61009; ldlA[mSR-BI] CHO cells, DiI-HDL uptake fluorescence, 3 h; inhibition, % at 12.5 µM; 320,000 compounds, 0.96% hits; AID 488896, 2010;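 active = mean replicate inhibition of at least 70% and a set share of replicates each scoring 70 or more; inconclusive = meets just one of the two criteria; inactive = fails both criteria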;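 also: 0% = median of neutral control wells and 100% = median of positive control wells; values of inactives mirror those of a sister screen read the other way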
Target sequence (Q61009 whole entry, looked up): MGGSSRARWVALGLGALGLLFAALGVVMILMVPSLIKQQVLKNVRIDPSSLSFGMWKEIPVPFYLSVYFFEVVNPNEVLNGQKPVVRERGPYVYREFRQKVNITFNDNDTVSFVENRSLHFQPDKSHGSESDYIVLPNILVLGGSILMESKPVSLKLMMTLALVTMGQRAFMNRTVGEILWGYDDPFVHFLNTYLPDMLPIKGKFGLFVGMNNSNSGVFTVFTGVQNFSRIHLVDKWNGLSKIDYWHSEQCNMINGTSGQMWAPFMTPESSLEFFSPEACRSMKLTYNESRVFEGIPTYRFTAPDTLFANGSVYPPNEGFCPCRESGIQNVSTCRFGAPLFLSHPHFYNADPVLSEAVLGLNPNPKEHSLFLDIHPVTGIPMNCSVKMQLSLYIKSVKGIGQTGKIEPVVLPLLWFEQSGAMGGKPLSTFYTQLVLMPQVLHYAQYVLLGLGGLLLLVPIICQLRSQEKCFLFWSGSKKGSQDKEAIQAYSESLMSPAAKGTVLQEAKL
Tat transport = E. coli Tat export inhibitors, primary screen, MC4100, TorA-mCherry reporter, fluorescence, single point. inhibition, % at 10 µM. 340,000 compounds, 0.036% hits. AID 488895, 2010;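 active = mean replicate inhibition at least 50% and at least half of replicates individually reaching 50%; inconclusive = only one of the two criteria met; inactive = neither criterion met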;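 also: exported cargo escapes ClpAP degradation while cytoplasmic cargo is degraded and loses fluorescence; 0% = median of neutral control wells and 100% = median of NaSCN control wells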
CAL PDZ FP-2 = CAL PDZ peptide-binding inhibitors, primary screen, biochemical, fluorescence polarization, Cer-tagged CAL PDZ, HTS | purified CAL PDZ, TMR-peptide fluorescence polarization, 1 h | Golgi-associated PDZ and coiled-coil motif-containing protein (Homo sapiens), Q9HD26 | inhibition, % at 20 µM | AID 504414, 2011 | 330,000 compounds, 0.02% hits;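 active = highest replicate inhibition of at least 40%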;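 also: plate controls were DMSO neutral control wells for no effect and unlabeled competitor peptide control wells for full effect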
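Material – purified CerCALP PDZ construct · Detection – FP readout, S and P plane fluorescence · Measure – percent inhibition from loss of millipolarization · Controls – unlabelled peptide for full inhibition, DMSO wells as neutral · Probe or stimulus – TMR-labelled reporter peptide T*-PRC34 bound in PDZ groove · Times – 1 h at RT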
Wnt act = Wnt/beta-catenin pathway activators, primary screen, cell-based, plate reader, single point | 300,000 compounds, 1.2% hits | Wnt/beta-catenin reporter cell assay, activator | activation, % at 9.35 µM | AID 743398, 2014; in the data active = activation above about 30%, passing the limit was not always enough; inconclusive = no clear call, values can overlap the other calls;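 also: 0% = neutral control wells and 100% = positive control wells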
SR-BI DiI-HDL act = activators of SR-BI mediated DiI-HDL uptake, primary screen, ldlA[mSR-BI] CHO cells, DiI fluorescence; 3 h; 100 = double the neutral-control signal; activation, % at 12.5 µM; 320,000 compounds, 0.096% hits; AID 504775, 2011;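 active = mean replicate activation of at least 60% and every replicate at or above 60%; inconclusive = mean or all-replicate condition met, but not both; inactive = mean below 60% and not all replicates reaching 60%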;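 also: 0% = median plate neutral-control signal and 100% = twice that signal; values of inactives mirror those of a sister screen read the other way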
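Material: SR-BI-overexpressing, LDLR-lacking CHO cells; schedule: compound exposure 3 h, 37 °C; reagent: DiI-labelled HDL at 10 µg/mL final; technique: bottom-read fluorescence, 550/595 nm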
phage Ecoli inh = growth loss of phage-infected E. coli, primary screen, RecBCD inhibitor project, absorbance, with phage, HTS; inhibition, % at 11.9 µM; 360,000 compounds, 0.26% hits; AID 651602, 2012; in the data active = inhibition above about 11%
AddAB inh = growth inhibition of E. coli expressing H. pylori AddAB, primary screen, AddAB inhibitor project, absorbance; 330,000 compounds, 0.29% hits; inhibition, % at 11.9 µM; in the data active = inhibition above about 12%;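 also: 0% = vehicle wells of infected cells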
Starred values were filed as active, the others as inactive; ? = inconclusive; nt = no result given. Rows are unselected; about 3.6% have a hit in one of these screens.

SMILES,MITF act,CAL PDZ FP-1,Ecoli viability,SR-BI DiI inh,Tat transport,CAL PDZ FP-2,Wnt act,SR-BI DiI-HDL act,phage Ecoli inh,AddAB inh
O=C(CC1SCCNC1=O)Nc1ccc(F)c(Cl)c1 (centres undefined),15.0,2.6,2.3,nt,-1.5,-1.0,0.0,nt,2.9,0.2
CCCCCC(O)CCCC(=O)O (centres undefined),3.9,-2.4,nt,-11.1,-8.9,0.2,-1.2,11.1,0.2,nt
CC1CN(CC(=O)Nc2ccc([N+](=O)[O-])cc2Br)CC(C)O1 (centres undefined),-3.6,11.6,2.6,2.8,-3.9,-1.3,-2.5,-2.8,0.6,6.6
CC(=O)c1sc2nc(-c3ccccc3)cc(C)c2c1N,nt,0.7,-0.2,-4.0,-13.4,0.3,0.9,4.0,2.0,3.0
CCOc1ccccc1NC(=O)[C@@H](NC(=O)c1cccc(S(=O)(=O)N2CCOCC2)c1)C(C)C,12.2,nt,1.9,0.6,-4.4,-0.2,-0.8,-0.6,2.8,1.6
C/C(=N/OCC(=O)NCCCCCCNC(=O)CO/N=C(/C)c1cccs1)c1cccs1,3.0,-3.9,0.8,8.6,5.4,-0.4,-6.3,-8.6,0.5,3.4
O=c1[nH]c(COc2ccc(Cl)cc2Br)nc2ccccc12,71.0,0.2,1.3,-2.7,-11.5,-2.4,27.2,2.7,1.5,0.3
O=C(O)CSc1nc2ccc(C(=O)c3ccccc3)cc2[nH]1,nt,14.6,nt,-9.2,4.1,0.1,0.5,9.2,0.6,nt
CCN(C(=O)COC(=O)CCOc1ccccc1C)c1c(N)n(Cc2ccccc2)c(=O)[nH]c1=O,11.2,3.3,nt,27.9,-0.9,-0.1,6.6,-27.9,7.8,nt
CN(CC(=O)Nc1ccc(Cl)cc1)C(=O)c1ccc(N2CCCC2=O)cc1,49.1,nt,1.6,15.0,-4.6,0.0,13.5,-15.0,1.1,0.1

SMILES,MITF act,CAL PDZ FP-1,Ecoli viability,SR-BI DiI inh,Tat transport,CAL PDZ FP-2,Wnt act,SR-BI DiI-HDL act,phage Ecoli inh,AddAB inh
COc1cc(/C=N/Nc2ccc(S(N)(=O)=O)cc2)cc(OC)c1OC,0.2,5.3,0.4,6.7,5.2,0.3,0.2,-6.7,3.2,1.2
Cc1cc(C)n2nc(C(=O)OCC(=O)N3CC(C)CC(C)C3)nc2n1 (centres undefined),0.6,-0.7,2.3,-21.9,-4.0,-2.1,-0.4,21.9,0.8,2.6
O=C(CN1CCN(S(=O)(=O)N2CCCCC2)CC1)Nc1ccc(Cl)c(Cl)c1,7.8,-3.6,-0.9,-2.3,4.0,-1.5,0.5,2.3,-1.8,3.6
CCS(=O)(=O)c1ccc(NC(=O)c2ccccc2Cl)c(O)c1,0.0,0.1,-1.3,10.8,?,-0.9,-0.8,-10.8,1.9,3.9
Cc1cc(NC(=O)CSc2ccc(-c3nc4cc(C)c(C)cc4[nH]3)cn2)no1,-21.6,5.2,-2.8,26.7,-6.5,-0.1,nt,-26.7,nt,-1.1
COc1ccc(S(=O)(=O)N2CCOC23CCN(S(=O)(=O)c2ccc(F)cc2)CC3)cc1,6.4,nt,-1.0,-5.6,1.6,-1.7,2.4,5.7,4.1,-2.4
COc1ccccc1OCCSc1nc2ccccc2n1CC(N)=O,0.7,58.8*,0.8,-20.9,-6.3,nt,3.0,20.9,3.4,1.4
CC(=O)OC1CC2(C)/C(=N\O)CCC2C2CCc3cc(O)ccc3C12 (centres undefined),1.0,-10.3,nt,9.9,8.2,0.1,2.4,-9.9,3.8,nt
O=C(NCCCc1ccccc1)C1CC1,nt,nt,2.5,nt,nt,nt,-2.0,nt,1.3,1.5
O=C(NNC(=O)c1ccc2ccccc2c1)c1cccc(F)c1,32.1,-1.7,nt,-7.3,-8.8,-1.3,-3.5,7.3,3.7,nt

SMILES,MITF act,CAL PDZ FP-1,Ecoli viability,SR-BI DiI inh,Tat transport,CAL PDZ FP-2,Wnt act,SR-BI DiI-HDL act,phage Ecoli inh,AddAB inh
Cc1cc(C(=O)Nc2ccccc2C)c2ccccc2n1,-1.6,2.9,0.8,-6.3,-8.7,1.2,0.5,6.3,0.6,3.5
CCCc1cc(Nc2ccccc2)n2ncnc2n1,-11.2,-1.5,1.2,-18.5,1.9,-1.5,1.0,18.5,-1.6,2.1
CCOC(=O)/C(=C/Nc1ccc(F)cc1)[N+](=O)[O-],1.4,-5.5,0.7,-5.7,-7.6,-1.2,-0.2,5.7,0.7,2.6
CN1CCN(c2ccc(NC(=O)c3cc4ccccc4o3)cc2)CC1,-0.4,-0.2,2.5,18.5,-7.3,0.7,9.9,-18.5,3.1,4.0
CCOC(=O)CNc1nc(Cl)nc(Nc2ccccc2)n1,41.4,-1.0,1.9,1.0,-3.0,-2.3,3.2,-1.0,3.2,0.1
CCOC(=O)CSC1=C(C#N)C(c2ccc(OC)cc2)C2=C(CC(C)(C)CC2=O)N1 (centres undefined),-0.9,-2.6,1.1,6.0,4.6,-2.4,-2.0,-6.0,2.1,0.2
O=C(Oc1ccc(O)cc1)C12CC3CC(CC(C3)C1)C2,6.4,nt,3.1,-5.9,6.1,0.1,3.3,5.9,1.9,4.0
CC1(C)N([O-])C2=C(CCCC2)[N+]1=O,1.8,0.3,nt,-11.8,-1.9,nt,-0.8,11.8,4.2,nt
CCN(C(=O)CSc1nnc(-c2c[nH]c3ccccc23)o1)C1CCS(=O)(=O)C1 (centres undefined),-3.1,nt,1.2,30.9,6.2,-2.5,3.2,-30.9,3.0,0.4
CCc1ccc(NC(=O)CCC(=O)c2ccc(C)cc2)cc1,-7.4,-2.2,-0.8,5.7,-8.2,nt,-0.6,-5.7,2.8,0.5

SMILES,MITF act,CAL PDZ FP-1,Ecoli viability,SR-BI DiI inh,Tat transport,CAL PDZ FP-2,Wnt act,SR-BI DiI-HDL act,phage Ecoli inh,AddAB inh
CC12CN(NC(=O)c3ccccc3F)C3(C#N)CC1CCC23C (centres undefined),5.1,2.0,-0.2,-6.7,-2.1,-0.8,-0.2,6.7,0.2,4.9
CCOc1ccc(C(=O)NC(=S)NCc2cccnc2)cc1,-2.4,-2.7,2.0,-27.3,-0.6,-0.5,nt,27.3,1.3,5.8
CCc1noc(C)c1C(=O)NNC(=O)c1ccccc1,-0.5,nt,-1.9,-16.9,-4.4,0.8,-6.5,16.9,2.5,1.5
O=C(CN1C(=O)CCC1=O)Nc1nc(-c2ccc3ccccc3c2)cs1,66.7,nt,-1.8,6.2,3.7,-2.0,43.9*,-6.2,0.7,-0.5
COc1ccccc1CNC(=O)c1ccc(CS(=O)(=O)c2ccccc2OC)o1,-8.4,-2.1,-1.1,4.7,7.1,-0.6,-2.6,-4.7,0.5,0.5
COCCN1C(=O)C(=O)/C(=C(/O)c2ccc(S(=O)(=O)N3CCOCC3)cc2)C1c1cccc(OC)c1 (centres undefined),4.2,-1.8,-2.3,-9.5,4.0,-0.4,-1.0,9.5,-0.3,4.0
CNC(=O)[C@H](C)[C@@H]1C[C@@]1(C)[C@@H](NC(=O)OCc1ccccc1)c1ccccc1,-2.6,-0.4,0.2,1.4,8.6,0.3,1.8,-1.4,1.0,-0.6
COc1cc(-c2nc3ccccc3s2)ccc1O,14.5,-5.0,0.2,-2.9,8.5,-3.5,nt,2.9,2.2,2.7
Cc1cccc(Nc2ncccc2C(=O)O)c1C,-7.0,-6.0,0.1,1.5,-4.5,-0.5,1.4,-1.5,0.4,-4.3
COc1ccccc1N1CCN(/N=C/C=C\c2ccco2)CC1,65.8,14.5,-0.5,17.9,3.2,0.7,-3.6,-17.9,2.6,3.2

SMILES,MITF act,CAL PDZ FP-1,Ecoli viability,SR-BI DiI inh,Tat transport,CAL PDZ FP-2,Wnt act,SR-BI DiI-HDL act,phage Ecoli inh,AddAB inh
N/C(=N\OC(=O)c1ccc(Cl)cc1Cl)c1ccccc1,-8.7,nt,0.2,11.3,-7.5,-1.4,nt,-11.3,2.0,0.8
Cc1nn(C)cc1CN(C)Cc1c(C(=O)N(C)Cc2ccccc2)nc2ccccn12,-13.7,nt,2.2,-20.6,3.9,-0.9,-0.5,20.6,3.3,-1.2
COC(=O)c1cc(=O)c2ccc(OC)cc2o1,-4.7,nt,nt,-8.9,-1.4,-1.5,-1.6,8.9,1.6,nt
COc1ccc(N/N=C(\C#N)C(N)=O)cc1,-6.6,-2.2,-0.9,6.0,1.3,-2.2,5.3,-6.0,3.9,-0.2
COc1ccc(N2CCN(C(=O)C(Cc3ccccc3)n3cccc3)CC2)cc1 (centres undefined),nt,nt,0.7,28.9,2.5,-0.3,-6.0,-28.9,2.9,-0.8
COc1cc(C)nc(SCC(N)=O)n1,-5.3,-2.3,-0.1,-16.7,-6.3,-0.4,nt,16.7,3.0,-2.1
CCCC1Cc2[nH]c(=O)c(C#N)cc2CO1 (centres undefined),-3.8,3.6,0.6,nt,18.5,-0.5,3.8,nt,2.0,0.7
Cc1onc(-c2ccccc2Cl)c1C(=O)Nc1nc2c(s1)CCCC2,42.3,-0.2,0.2,50.7,14.6,-1.5,nt,-50.7,3.4,-0.5
Cc1ccc(OCc2ccc(C(=O)N3CCCC3)o2)cc1C,12.4,-5.0,0.4,8.6,10.1,-3.8,11.4,-8.6,2.9,4.9
CC1=C(C(=O)OCc2ccccc2)C(c2ccc(C#N)cc2)NC(=O)N1CCCC(=O)O (centres undefined),7.4,-0.8,0.7,-12.4,2.6,0.8,-4.0,12.4,2.0,2.3
Cc1cc(NC(=O)c2ccc(Cl)cc2Cl)no1,nt,nt,1.6,24.1,-3.8,-1.4,12.0,-24.1,2.5,0.2
O=C(Nc1c(F)cccc1F)c1ccc2c(c1)CCN2S(=O)(=O)c1ccccc1,-5.3,1.3,0.2,38.6,-2.0,-1.1,0.3,-38.6,5.4,0.3

Screening results: PubChem BioAssay, several laboratories
